Integrin act MD = qHTS for Activators of Integrin-Mediated Alleviation for Muscular Dystrophy; alpha7betagal myoblasts, beta-gal FDG fluorescence, 48 h; actives 0.064% (n = 350,000); Potency, µM (series often up to 38.3 µM), for inactives: top-dose activation, usual class: activators;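 also: potency is read from the fitted curve at half-maximal effect; 100% = response of the positive control SU9516; nearly all actives have a fitted effect of over 60% in size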
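alpha7betagal+/- myoblasts (passage 13, 250/well) treated 48 h at 37C with compounds at 1:260 dilution of DMSO stock. Lysed, then beta-galactosidase activity read as FDG fluorescence (ex 480/em 540) after 30 min, with pre-read for autofluorescence.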
TRPV1 ag = HTS Assay for Compounds that Act as Agonists of the Vanilloid Receptor 1; Transient receptor potential cation channel subfamily V member 1 (Homo sapiens), Q8NER1; TRPV1-expressing cells, Fluo-8 calcium influx, agonist mode; activation, % at 8.33 µM; actives 0.19% (n = 320,000); in the data active = activation above about 80%; inconclusive = between about 30% and that limit; also: 0% is about no effect
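Cells expressing TRPV1 were dye-loaded with Fluo-8 and read kinetically: 10 s baseline, 3 min after compound (agonist portion), then 2 min after EC20 capsaicin (allosteric enhancer portion). Calcium-bound dye fluorescence at 480/520 nm.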
TCR activator = Activators of T cell receptors: qHTS campaign. Potency, µM (doses to about 9.22 µM), for inactives: at the top dose activation of IL-2 secretion, most hits filed as activators. 330,000 tested, under 10 active. primary human leukocytes, anti-CD3, IL-2 HTRF, 48 h; also: % of control where 0% means no effect
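1) Mix primary human leukocytes, a-CD3 beads and compound. 2) Incubate 48 hr. 3) Add HTRF IL-2 reagents (a-IL-2-K, a-IL-2-d2).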
A-T KAP1 phos = qHTS Assay for Identifying a Potential Treatment of Ataxia-Telangiectasia | actives 0.19% (n = 320,000) | Potency, µM (highest dose often 57.5 µM), for the others: at the top dose activation, actives largely listed as activators | […] A-T fibroblasts, KAP-1 phosphorylation AlphaLISA; neocarzinostatin DNA damage 30 min before lysis; also: potency is read from the fitted curve at half-maximal effect; % of control where 0% means no effect; nearly all actives have a fitted effect of over 45% in size
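ATM-like activity read as KAP-1 phosphorylation via AlphaLISA donor/acceptor antibody pairs after lysis and 6 hr at 25C. Cells were ATM-null patient fibroblasts ([…], hTERT), dosed 60 min, then exposed to the DSB inducer NCS for 30 min.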
B2AR arrestin = qHTS assay of beta-arrestin-biased ligands of beta2-adrenergic receptor. Beta-2 adrenergic receptor (Homo sapiens), P07550. beta-arrestin recruitment to beta2AR, cell-based reporter. Potency, µM (titrated, usually from 46.1 µM), for the others: top-dose activation, actives largely listed as activators. actives 0.02% (n = 330,000);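 also: potency is read from the fitted curve at half-maximal effect; 0% = DMSO controls and full agonism = EC100 isoproterenol or metaproterenol; nearly all actives have a fitted effect of over 65% in size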
MLL CXXC-DNA inh = qHTS Fluorescence Polarization Assay for Inhibitors of MLL CXXC domain - DNA interaction; Histone-lysine N-methyltransferase 2A (Homo sapiens), Q03164; MLL-CXXC / FITC-HOXA9 DNA fluorescence polarization; Potency, µM (highest dose often 115 µM), for inactives: at the top dose activity change, negative = inhibition, most hits filed as inhibitors; actives 0.037% (n = 290,000); AID 2662, 2010; active = well fitted inhibition curve with a large enough effect in the polarisation, with a control signal flat, not every such curve was filed as active; inconclusive = small, poorly fitted or top-dose-only effect, or effect the other way, or a change in a side signal; inactive = no such curve, though single readings can be large or run the other way; the % refers to the polarisation; also: potency is read from the fitted curve at half-maximal effect
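Purified MLL-CXXC (added from a 7 uM solution) was preincubated 5 min at ambient with pinned compounds in 50 mM Tris-HCl pH 7.5, 50 mM NaCl, 1 mM DTT, 0.05% BSA. Fluorescein-labeled HOX-A9 DNA (50 nM solution) followed, 30 min, then polarization read.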
BRCA1 expr up = qHTS Assay to Identify Small Molecule Activators of BRCA1 Expression; Potency, µM (series often up to 46.1 µM), for inactives: top-dose activation, hits mostly activators; actives 1.1% (n = 380,000); MCF7-BRCA1-FFLuc reporter, luminescence, 48 h; response scale: scaled: vehicle 0%, 10 µM genistein 100%; also: potency is read from the fitted curve at half-maximal effect; nearly all actives have a fitted effect of over 80% in size; some results filed as inactive show a strong effect at the top dose
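MCF7-BRCA1-FFLuc cells, 2000/well in phenol-red-free MEM, attached 2 h then treated 48 h at 37 C. Luciferase luminescence read 15 min after reagent; normalized to genistein maximum activation (10microM) and DMSO, concentration-response fitted.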
TSG101-PTAP inh = qHTS Assay for Iinhibitors of HIV-1 Budding by Blocking the Interaction of PTAP/TSG101 | Potency, µM (titrated, usually from 115 µM), without a hit: top-dose activity change, negative = inhibition, most hits filed as inhibitors | Fluorescence polarization, FITC-PTAP peptide / Tsg101 binding | Tumor susceptibility gene 101 protein (Homo sapiens), Q99816 | 340,000 tested, under 10 active; active = well fitted inhibition curve with a large enough effect in the main read-out, with a control signal flat, not every such curve was filed as active; inconclusive = small, poorly fitted or top-dose-only effect, or effect the other way, or a change in a side signal; inactive = no such curve, though single readings can be large or run the other way; also: potency is read from the fitted curve at half-maximal effect; % of control where 0% means no effect
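Fluorescence polarization binding of Tsg101 binding domain (10 uM final) to FITC-labeled PTAP peptide (50 nM final) in HEPES pH 7.5 buffer with NaCl, Tween 20, EDTA, TCEP. Compounds added before peptide; binding 20 min at RT.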
p53 reactivator = qHTS assay for re-activators of p53 using a Luc reporter; H1299 p53-A138V BP100-luciferase reporter, luminescence, 24 h; Potency, µM (top dose mostly 92.2 µM), for the others: at the top dose activity change, positive = activation, actives largely listed as activators; actives 0.063% (n = 320,000); AID 504706, 2011; also: potency is read from the fitted curve at half-maximal effect; % of control where 0% means no effect; nearly all actives have a fitted effect of over 45% in size
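p53-null H1299 cells stably carrying temperature-sensitive p53-A138V and a BP100-luciferase reporter were pinned with compounds (4-point, 1:5 series) and held 24 hrs at 37 deg C. Luminescence was read 10 min after detection reagent.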
ELG1 repair inh = qHTS screen for small molecules that inhibit ELG1-dependent DNA repair in human embryonic kidney (HEK293T) cells expressing luciferase-tagged ELG1 | HEK293T ELG1-luciferase reporter, luminescence, 16 h; DNA damage induced by 5-fluorouridine | Potency, µM (doses to about 46.1 µM), for inactives: at the highest dose activity change, negative = inhibition, usual class: inhibitors | actives 2.3% (n = 330,000); also: potency is read from the fitted curve at half-maximal effect; % is scaled to controls: 0 for no effect and ±100 for the full control effect; nearly all actives have a fitted effect of over 55% in size
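Luminescence from the luciferase reporter, measured 30 min after ONE-Glo reagent at room temperature, was the read-out. Beforehand, 2,000 cells per well were exposed for 16 hr at 37 °C to 5-fluorouridine together with compound or vehicle.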
The depositor's hits bear a star; [ ] = another dose, or the depositor's remark. Unless noted, calls follow the shape of the dose curve; as a rule, active = well fitted curve in the direction sought with a large enough effect; inconclusive = small, poorly fitted or top-dose-only effect, or another doubt; inactive = no such curve, though single readings can be large; an effect the other way counts as inactive or inconclusive.

Results for CCOc1ccc(-c2nc(C#N)c(NCc3ccc4c(c3)OCO4)o2)cc1 ?
Integrin act MD: -12.2%; TRPV1 ag: 17.8; TCR activator: -0.5%[46.1 µM]; A-T KAP1 phos: 8.4%; B2AR arrestin: -0.9%; MLL CXXC-DNA inh: -6.6%; BRCA1 expr up: 4.3%; TSG101-PTAP inh: -9.9%; p53 reactivator: inconclusive; ELG1 repair inh: inconclusive

Results for CCOC(=O)C1CCCN(S(=O)(=O)c2cc(C(=O)OC)n(C)c2)C1 (stereo unspecified) ?
Integrin act MD: -2.0%; TRPV1 ag: 3.2; TCR activator: -4.3%; A-T KAP1 phos: 6.3%; B2AR arrestin: 3.4%; MLL CXXC-DNA inh: -3.4%; BRCA1 expr up: -1.3%; TSG101-PTAP inh: -9.1%; p53 reactivator: 7.8%; ELG1 repair inh: -15.5%

How did CC(=C/c1ccco1)/C=N/NC(=O)Cc1cccn1C do in these assays?
Integrin act MD: -30.2%; TRPV1 ag: -3.3; TCR activator: -1.1%[46.1 µM]; A-T KAP1 phos: -9.5%; B2AR arrestin: -0.4%; MLL CXXC-DNA inh: -1.6%; BRCA1 expr up: 16.1%; TSG101-PTAP inh: -1.4%; p53 reactivator: 11.2%; ELG1 repair inh: inconclusive

Results for Cc1cc(C)n(C(=O)COc2ccccc2[N+](=O)[O-])n1 ?
Integrin act MD: 55.4%; TCR activator: 2.7%; A-T KAP1 phos: -1.3%; B2AR arrestin: -2.2%; MLL CXXC-DNA inh: 2.4%; BRCA1 expr up: -1.6%; TSG101-PTAP inh: 0.2%; p53 reactivator: 15.7%; ELG1 repair inh: inconclusive

What do the screens show for `Cc1cc2nccc(-c3ccncc3)n2n1`?
Integrin act MD: 25.0%; TRPV1 ag: 0.1; TCR activator: 1.9%; A-T KAP1 phos: -2.4%; B2AR arrestin: -1.0%; MLL CXXC-DNA inh: -4.8%; BRCA1 expr up: -4.6%; TSG101-PTAP inh: -0.7%; p53 reactivator: -3.1%; ELG1 repair inh: 13µM*

How did Cc1cc(O)c(C(C)C)cc1NC1=NS(=O)(=O)c2ccccc21 do in these assays?
Integrin act MD: 9.4%; TRPV1 ag: -1.1; TCR activator: -5.0%; A-T KAP1 phos: -4.5%; B2AR arrestin: -1.0%; MLL CXXC-DNA inh: 6.4%; BRCA1 expr up: -14.1%; TSG101-PTAP inh: -7.9%; p53 reactivator: -11.2%; ELG1 repair inh: -6.4%

Results for COc1cc(C(=O)N2CCN(Cc3ccc4c(c3)OCO4)CC2)cc(OC)c1OC ?
Integrin act MD: -0.7%; TRPV1 ag: 14.4; A-T KAP1 phos: -5.1%; B2AR arrestin: 0.5%; MLL CXXC-DNA inh: -6.9%; BRCA1 expr up: -15.1%; TSG101-PTAP inh: 1.7%; ELG1 repair inh: -1.1%

How did O=c1[nH]c(N/N=C/c2ccccc2Br)nnc1-c1ccccc1 do in these assays?
Integrin act MD: 33.7%; TRPV1 ag: -4.7; TCR activator: -0.8%[46.1 µM]; A-T KAP1 phos: 0.7%; B2AR arrestin: 8.5%; MLL CXXC-DNA inh: 20.4%; BRCA1 expr up: -90.1%[inhibitor]; TSG101-PTAP inh: -4.5%; p53 reactivator: 0.2%; ELG1 repair inh: 10.4%

What do the screens show for `CCc1ccc(C2=NN(C(=O)OC)C(O)(C(F)(F)F)C2)cc1` (stereo unspecified)?
Integrin act MD: -1.8%; TRPV1 ag: 26.7; TCR activator: -3.2%; A-T KAP1 phos: -9.7%; B2AR arrestin: 0.3%; MLL CXXC-DNA inh: 7.8%; BRCA1 expr up: 36.0%; TSG101-PTAP inh: -3.0%; p53 reactivator: 12.5%; ELG1 repair inh: inconclusive

What do the screens show for `COc1ccc(NC(=O)c2cc3ccccc3cc2OC)cc1OC`?
Integrin act MD: 9.9%; TRPV1 ag: 10.3; TCR activator: -0.1%; A-T KAP1 phos: 2.5%; B2AR arrestin: 0.4%; MLL CXXC-DNA inh: inconclusive; BRCA1 expr up: -14.5%; TSG101-PTAP inh: -2.1%; p53 reactivator: 1.0%; ELG1 repair inh: -5.3%

How did O=C(CSc1ncnc2ccccc12)c1ccc2c(c1)OCCO2 do in these assays?
Integrin act MD: -30.7%; TRPV1 ag: 5.1; TCR activator: 0.1%[46.1 µM]; A-T KAP1 phos: 14.6%; B2AR arrestin: -0.5%; MLL CXXC-DNA inh: -3.6%; BRCA1 expr up: 2.3%; TSG101-PTAP inh: -1.9%; p53 reactivator: inconclusive; ELG1 repair inh: inconclusive

Results for Cc1cc(=O)c(C(=O)Nc2cccc(N3CCCC3=O)c2)nn1-c1ccccc1Cl ?
Integrin act MD: 26.1%; TRPV1 ag: -1.1; TCR activator: 6.8%; A-T KAP1 phos: inconclusive; B2AR arrestin: 0.1%; BRCA1 expr up: -10.5%; TSG101-PTAP inh: -2.4%; p53 reactivator: -15.5%; ELG1 repair inh: -10.4%

Results for O=c1c2ccccc2c(-c2ccccc2)nn1-c1cc(Cl)ccc1[N+](=O)[O-] ?
Integrin act MD: 5.7%; TRPV1 ag: 21.2; TCR activator: 0.6%; A-T KAP1 phos: 3.7%; B2AR arrestin: -0.3%; MLL CXXC-DNA inh: 4.3%; BRCA1 expr up: -38.1%; TSG101-PTAP inh: -4.4%; p53 reactivator: -7.0%; ELG1 repair inh: inconclusive

How did O=C(/C=C/c1cccs1)NC(=S)NNC(=O)Cc1cccs1 do in these assays?
Integrin act MD: -33.8%; TRPV1 ag: 0.1; TCR activator: -3.7%[46.1 µM]; A-T KAP1 phos: -6.1%; B2AR arrestin: -0.7%; MLL CXXC-DNA inh: -6.6%; BRCA1 expr up: -40.7%; TSG101-PTAP inh: -6.3%; p53 reactivator: 17.7%; ELG1 repair inh: -1.1%

What do the screens show for `O=C(O)Cc1csc(NC(=O)CSc2nnnn2-c2ccc(O)cc2)n1`?
Integrin act MD: -17.2%; TRPV1 ag: -1.6; TCR activator: 3.6%; A-T KAP1 phos: -3.4%; B2AR arrestin: -1.0%; MLL CXXC-DNA inh: 1.0%; BRCA1 expr up: -15.6%; TSG101-PTAP inh: -5.0%; p53 reactivator: 4.6%; ELG1 repair inh: 11.3%

Results for Cc1sc2ncnc(SCC(=O)NC(C)C(C)C)c2c1C (stereo unspecified) ?
Integrin act MD: -1.8%; TRPV1 ag: 13.1; TCR activator: 0.5%; A-T KAP1 phos: 0.7%; B2AR arrestin: -0.3%; MLL CXXC-DNA inh: 2.5%; BRCA1 expr up: -2.1%; TSG101-PTAP inh: -6.0%; p53 reactivator: 0.6%; ELG1 repair inh: -9.1%

Results for CCc1ccccc1NC(=O)c1cc(S(=O)(=O)N(C)C)ccc1N1CCCC1 ?
Integrin act MD: -14.2%; TRPV1 ag: 3.9; TCR activator: -1.7%; A-T KAP1 phos: 13.1%; B2AR arrestin: 0.3%; MLL CXXC-DNA inh: 40.6%; BRCA1 expr up: -22.1%; TSG101-PTAP inh: -2.6%; p53 reactivator: -11.2%; ELG1 repair inh: -4.7%

What do the screens show for `O=C(NNC(=O)c1cccc([N+](=O)[O-])c1)c1ccncc1`?
Integrin act MD: -8.1%; TRPV1 ag: 0.6; TCR activator: -0.5%; A-T KAP1 phos: -1.1%[11.5 µM]; B2AR arrestin: 3.0%; MLL CXXC-DNA inh: -5.4%; BRCA1 expr up: 7.7%; TSG101-PTAP inh: 0.0%; p53 reactivator: 5.0%; ELG1 repair inh: -5.4%

Results for CCCN(CCC)CCNC(=O)c1cc2c(=O)n(C)c3ccccc3c2n1C ?
Integrin act MD: -15.2%; TRPV1 ag: -1.8; TCR activator: -2.4%; A-T KAP1 phos: -7.5%; B2AR arrestin: -0.2%; MLL CXXC-DNA inh: 10.0%; BRCA1 expr up: -30.3%; TSG101-PTAP inh: -1.3%; p53 reactivator: -2.4%; ELG1 repair inh: inconclusive

Results for CCOCCCn1c(=S)[nH]c2cc(C(=O)NCCc3ccccc3)ccc2c1=O ?
Integrin act MD: -6.2%; TRPV1 ag: 0.1; TCR activator: 7.1%; A-T KAP1 phos: -2.2%; B2AR arrestin: 0.1%; MLL CXXC-DNA inh: -7.8%; BRCA1 expr up: 17.8%; TSG101-PTAP inh: -3.8%; p53 reactivator: inconclusive; ELG1 repair inh: 24.3%

Source: PubChem
